LDHA block – blocks human lactate dehydrogenase A; activity change, % (values are at about 110 or 230 µM); P00338; 0.15% of 480,000 active; purified LDHA, NADH/diaphorase-resazurin fluorescence; stronger effect = lower value; AID 1347041; in the data active = activity change below about -30%; inconclusive = mostly about -25% to -30%;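 note: plate controls were DMSO wells for no effect and wells without enzyme for full effect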
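LDH5 2 nM; NADH 0.06 mM, pyruvate 0.2 mM; 200 mM Tris pH 7.4, EDTA, Tween-20; 5 min RT. Detection: diaphorase 0.133 mg/mL + resazurin 37 µM, fluorescence ex540/em590 at 0 and 20 min; normalized to enzyme-free and DMSO wells.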
Glioma ERSR ind – induces the endoplasmic reticulum stress response in human glioma cells; Potency, µM, for the others: at the top dose activation, actives largely listed as activators; U87-MG GRP78 promoter luciferase reporter, 16 h; 0.02% of 420,000 active; note: potency is the fitted concentration of half-maximal effect; series mostly up to about 76 µM; % of control where 0% means no effect; nearly all actives have a fitted effect of over 35% in size
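Stably transfected U87-MG glioma cells carrying a GRP78-based luciferase sensor; 16 h compound incubation. Luminescence end-point read 10 min after Bright-Glo addition at room temperature.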
POLH inh – inhibitors of human DNA polymerase eta; Q9Y253; recombinant Pol eta, fluorescent DNA replication assay; Potency, µM (series often up to 114 µM), inactives show top-dose activity change, negative = inhibition, most hits filed as inhibitors; 1.2% of 390,000 active; AID 588591; note: potency is the fitted concentration of half-maximal effect; % is set by controls: 0 for no effect and ±100 for the full control effect
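Pol eta at 10 nM preincubated with compounds 15 min at room temperature; reaction started with fluorescent substrate (50 nM final) and read kinetically at 0 and 10 min.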
APE1 inh – blocks human APE1 abasic DNA cleavage; P27695; recombinant APE1, TAMRA/BHQ-2 abasic DNA cleavage fluorescence; Potency, µM (series often up to 65.8 µM), without a hit: at the top dose activity change, negative = inhibition, usual class: inhibitors; 0.35% of 350,000 active; AID 2517;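 note: potency is the fitted concentration of half-maximal effect; plate controls were vehicle for no effect and reference inhibitor for full effect; nearly all actives have a fitted effect of over 55% in size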
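Incision of a quenched TAMRA/BHQ-2 THF abasic-site duplex (50 nM) by 0.75 nM APE1, after 15 min compound preincubation, measured as fluorescence increase over three 60 s reads. Values normalized to buffer, DMSO and NSC13755 control wells.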
Pol iota inh – blocks human DNA polymerase iota activity | Potency, µM (top dose mostly 115 µM), inactives show top-dose activity, negative = inhibition, most hits filed as inhibitors | Pol iota fluorescent replication assay, 10 min | 1% of 390,000 active; note: potency is the fitted concentration of half-maximal effect
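Fluorescent replication assay read twice, at 0 min and 10 min after adding 50 nM (final) substrate. Enzyme (10 nM) and compounds were first incubated 15 min at room temperature; enzyme-free buffer wells were negative controls.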
Anesthetic bind – binds horse apoferritin like a general anesthetic; P02791; apoferritin/1-aminoanthracene competitive binding, fluorescence; Potency, µM (doses to about 77.5 µM), inactives show top-dose activity change, negative = displacement, hits mostly inhibitors; 0.074% of 350,000 active; AID 485281; note: potency is the fitted concentration of half-maximal effect; % is set by controls: 0 for no effect and ±100 for the full control effect; nearly all actives have a fitted effect of over 20% in size
Target sequence (P02791 2-175 limits assumed): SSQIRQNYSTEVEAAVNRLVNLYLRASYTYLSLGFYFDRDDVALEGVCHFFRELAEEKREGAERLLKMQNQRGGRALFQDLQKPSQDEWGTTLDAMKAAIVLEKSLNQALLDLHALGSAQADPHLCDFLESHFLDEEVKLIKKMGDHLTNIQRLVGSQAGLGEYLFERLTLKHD
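Probe: 1-aminoanthracene (50% saturated, PBS). Protein: horse-spleen apoferritin, 10 uM. Incubation: 10 min, room temperature. Detection: 380 nm excitation, 535 nm emission. Analysis: normalized response, four-parameter Hill.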
BLM inh – inhibitors of human Bloom syndrome helicase BLM; 0.2% of 350,000 active; P54132; Potency, µM (titrated, usually from 56.1 µM), for the others: top-dose activity change, negative = inhibition, usual class: inhibitors; recombinant BLM DNA unwinding, fluorescence dequenching;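 note: potency is the fitted concentration of half-maximal effect; plate controls were vehicle for no effect and no enzyme for full effect; nearly all actives have a fitted effect of over 35% in size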
Pol kappa inh – inhibitors of human DNA polymerase kappa; purified Pol kappa, fluorescent DNA synthesis assay, 10 min; Potency, µM (highest dose often 107 µM), for inactives: at the highest dose activity, negative = inhibition, actives largely listed as inhibitors; 0.53% of 400,000 active; note: potency is the fitted concentration of half-maximal effect; % is set by controls: 0 for no effect and ±100 for the full control effect
Target sequence (Q9UBT6 whole entry, looked up): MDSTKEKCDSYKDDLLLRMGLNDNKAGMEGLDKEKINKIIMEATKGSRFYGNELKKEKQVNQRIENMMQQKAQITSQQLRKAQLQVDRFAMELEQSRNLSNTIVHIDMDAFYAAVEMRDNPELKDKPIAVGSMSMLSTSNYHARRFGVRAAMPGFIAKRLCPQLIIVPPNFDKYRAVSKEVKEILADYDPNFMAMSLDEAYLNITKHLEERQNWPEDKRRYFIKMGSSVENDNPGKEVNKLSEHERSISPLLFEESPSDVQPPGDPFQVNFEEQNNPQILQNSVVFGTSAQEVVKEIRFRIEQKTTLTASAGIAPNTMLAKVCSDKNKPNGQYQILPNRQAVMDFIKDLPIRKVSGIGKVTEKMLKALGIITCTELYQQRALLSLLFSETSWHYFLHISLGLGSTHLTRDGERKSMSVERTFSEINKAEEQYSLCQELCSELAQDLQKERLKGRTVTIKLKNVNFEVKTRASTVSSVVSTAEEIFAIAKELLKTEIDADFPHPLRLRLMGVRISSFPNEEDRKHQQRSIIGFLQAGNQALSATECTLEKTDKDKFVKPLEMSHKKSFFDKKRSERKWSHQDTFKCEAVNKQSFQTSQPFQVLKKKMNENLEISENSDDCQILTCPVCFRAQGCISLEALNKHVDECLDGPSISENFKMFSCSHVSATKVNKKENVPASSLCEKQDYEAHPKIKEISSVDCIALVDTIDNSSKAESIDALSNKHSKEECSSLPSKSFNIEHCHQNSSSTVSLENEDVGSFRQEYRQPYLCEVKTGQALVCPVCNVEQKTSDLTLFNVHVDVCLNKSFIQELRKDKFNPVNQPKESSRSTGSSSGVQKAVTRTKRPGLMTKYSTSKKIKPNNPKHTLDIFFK
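Fluorescent qHTS in 1536-well format: enzyme (10 nM) and compound sat 15 min at room temperature before 50 nM substrate (final) was added. Signal taken at 0 and 10 min; no-enzyme buffer wells were negative controls.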
Pol beta inh – inhibitors of human DNA polymerase beta; 1.3% of 340,000 active; P06746; Pol beta primer extension/strand displacement, fluorescence kinetic; Potency, µM (top dose mostly 114 µM), without a hit: at the top dose activity change, negative = inhibition, usual class: inhibitors; note: potency is the fitted concentration of half-maximal effect; % is set by controls: 0 for no effect and ±100 for the full control effect
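Preincubation: enzyme (10 nM) with compound, 15 min, RT. Reaction: substrate added to 50 nM final. Reads: 0 and 10 min. Analysis: normalized, Hill fit.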
The depositor's hits bear a star; ? = inconclusive; · = not tested or not shown; & = joins results of further samples; [ ] = another dose, or the depositor's remark. Unless noted, calls come from the whole dose curve; as a rule, active = well fitted curve in the direction sought with a large enough effect; inconclusive = small, poorly fitted or top-dose-only effect, or another doubt; inactive = no such curve, though single readings can be large; an effect the other way counts as inactive or inconclusive. Only part of the results is shown, so the mix of outcomes need not match the whole.

SMILES	LDHA block	Glioma ERSR ind	POLH inh	APE1 inh	Pol iota inh	Anesthetic bind	BLM inh	Pol kappa inh	Pol beta inh
CCOc1ccc(CNS(=O)(=O)c2cc(-c3cc(C)no3)ccc2C)cc1OC	1.6	-3.4%	0.7%	·	-15.1%	-7.5%	-1.7%	-3.3%	4.2%
O=C(Cc1ccccc1)NNC(=O)c1cnccn1	0.2	-1.9%	-6.1%	4.7%	21.6%	1.2%	0.2%	-16.9%	-6.9%
CCN(Cc1ccccc1)C(=O)c1cnn(-c2ccc(F)cc2)c1-n1cccc1	5.4	-2.4%	-15.3%	·	3.7%	?	-5.9%	-10.1%	1.9%
COc1cccc(S(=O)(=O)Nc2ccc(C(=O)NCc3ccco3)cc2)c1	1.4	-0.1%	-13.1%	4.7%	6.8%	-19.5%	-2.8%	-7.0%	0.9%
NC1=NC(c2ccccc2C(F)(F)F)N(c2ccc(F)c(Cl)c2)C(N)=N1 (centres undefined)	-3.1	-1.6%	-15.8%	-2.7%	-20.0%	-6.1%	3.4%	10.7%	49.1%
O=C1c2cccnc2C(=O)N1Cc1ccc(S(=O)(=O)NCc2ccco2)cc1	-2.0	-3.4%	-1.5%	11.1%	9.1%	-12.7%	0.4%	-1.2%	21.3%
CC(C)=CCN1CCN(Cc2cc3ccccc3[nH]2)CC1CCO (centres undefined)	-11.6	-4.4%	-14.1%	5.7%	24.7%	-7.4%	0.0%	-2.0%	4.9%
CC(=O)Nc1ccc(NC(=O)C2CC(=O)N(c3cccc(C)c3C)C2)cc1 (centres undefined)	0.5	-4.3%	2.4%	-5.4%	7.2%	-5.1%	-3.2%	5.9%	13.8%
OCCCNC(=S)Nc1ccc(Br)cc1Cl	-0.2	1.3%	-22.9%	8.5%	?	-2.6%	2.9%	2.4%	0.1%
O=C(CN1CCN(c2ccccn2)CC1)Nc1ccc(F)cc1F	0.3	4.0%	-5.4%	49.8%[activator]	-3.5%	-2.6%	-0.6%	-2.4%	4.6%
O=C(N/N=C1\CCCc2ccccc21)c1cccc(Br)c1	1.1	-1.1%	-13.2%	-2.9%	26.2%	-17.6%	-8.0%	3.6%	-0.3%
COc1ccc(CC2c3cc(OC)c(OC)cc3CC[N+]2(C)CCC(=O)OCCCCCOC(=O)CC[N+]2(C)CCc3cc(OC)c(OC)cc3C2Cc2ccc(OC)c(OC)c2)cc1OC (centres undefined)	-2.2	-0.9%	-7.4%	15.3%	-12.8%	·	·	3.9%	·
O=C(Cc1ccccc1)NCCS(=O)(=O)N1CCN(c2ccccc2)CC1	-14.2	-4.3%	-15.7%	4.0%	15.8%	·	·	0.6%	·
CCc1c(C)nc2ncnn2c1NCCc1ccccc1	-5.5	0.4%	-9.5%	2.2%	28.6%	-9.1%	3.6%	-8.0%	9.6%
CCOC(=O)c1cccc(NS(=O)(=O)c2cc3[nH]c(=O)c(=O)[nH]c3cc2C)c1	-6.6	-3.7%	-10.7%	·	22.0%	0.9%	2.2%	-9.4%	?
Cc1ccc(N(Cc2cccs2)C(=O)c2ccco2)cc1	-3.8	0.0%	-17.2%	·	-8.7%	-10.6%	-3.8%	-6.1%	-15.4%
FC(F)Sc1ccc(NC(=S)NC(c2ccccc2)c2ccccc2)cc1	-4.4	2.9%	-25.2%	12.0%	12.8%	9.8%	-10.9%	-8.3%	1.9%
Cc1ccc(C)c(NC(=O)CSc2nnc(CNC(=O)c3ccccc3)n2-c2ccccc2)c1	-2.0&3.1	-3.8%	-8.5%	·	12.0%	-11.6%	-2.6%	-9.5%	-9.2%
Cc1cccc(C)c1NC(=O)CNC(=O)CCCN1C(=O)c2cccc3cccc(c23)C1=O	-13.5	-2.4%	-2.9%	22.1%	4.4%	·	·	-4.5%	·
Cc1cn(S(=O)(=O)c2ccc(F)c(Cl)c2)cn1	0.4	-1.4%	-16.4%	·	21.6%	-6.6%	-0.8%	-4.7%	3.0%
Cc1cc2n(n1)CCCN2C(=O)Nc1ccc(Cl)cc1	0.3	-1.0%	-17.9%	·	12.6%	7.6%	-0.8%	-3.4%[60.1 µM]	-15.3%
NC(=O)c1ccc(SCC(=O)OCC(=O)N2CCCC2=O)c([N+](=O)[O-])c1	-7.6	-4.1%	1.6%	2.8%	11.8%	·	·	0.0%	·
COc1ccc(CNS(=O)(=O)NCc2ccc(OC)c(OC)c2)cc1	3.0	-2.9%	-11.8%	4.1%	59.5%	-8.6%	0.7%	-2.3%	26.5%
CSCCC(=O)Nc1nc(-c2ccccn2)cs1	-4.2	0.4%	-1.6%	-10.4%	84.2%[activator]	-5.2%	-4.5%	-8.4%	?
Cc1cc(NC(=O)CSc2n[nH]c(N)n2)no1	-4.6	-3.3%	-21.6%	10.0%	146.6%[activator]	0.3%	0.9%	-12.1%	-11.3%
Cc1n[nH]c(=O)nc1NC1CCCCC1	0.1	-1.8%	-20.1%	-0.4%	-2.7%	-5.1%	3.7%	-3.5%	24.7%
Cc1ccccc1Nc1nc(N)nc(COC(=O)c2ccco2)n1	2.8	1.7%	-26.1%	11.1%	74.9%[activator]	·	·	-0.9%	·
COCCCNC(=O)CSc1nc2cc(S(=O)(=O)N3CCCCC3)ccc2o1	-0.4	-5.0%	1.2%	-6.5%	18.4%	·	·	-5.4%	·
COc1ccc(Cn2c(-c3ccc(OC)c(O)c3)nc3ccccc32)cc1O	1.3	6.4%	-8.5%	5.9%	-5.2%	-19.1%	-4.5%	-17.2%	-16.3%
Cc1c2ccccc2nc2c(F)c(NCCO)c(F)c(F)c12	16.8	4.5%	?	4.5%	?	-5.5%	-16.4%	79.4µM*	?
COc1cccc(CNC(=O)CCNC(=O)C2CCN(S(=O)(=O)c3ccccc3)CC2)c1	0.8	-2.5%	-7.5%	-11.3%	-18.2%	-5.2%	-0.6%	6.6%	-29.0%
CN(C)S(=O)(=O)c1ccc(S(=O)(=O)Nc2ccc3c(c2)oc2ccccc23)cc1	-8.1	-1.7%	-13.7%	-6.2%	15.7%	0.9%	-5.7%	-1.4%	-22.1%
COc1cc2nc(N3CCN(C(=O)[C@@H]4CCCO4)CC3)nc(N)c2cc1OC	3.8	1.9%&-4.4%	-0.9%	32.4%	13.3%	-3.0%	21.3%	-9.0%	6.6%
Cc1c(NC(=S)NC(=O)c2ccccc2Br)c(=O)n(-c2ccccc2)n1C	-0.9	-0.8%	-19.4%	27.6%	147.1%[activator]	-5.6%	1.9%	-2.6%	33.7%
O=c1[nH]c2cc([N+](=O)[O-])ccc2c2ccc([N+](=O)[O-])cc12	5.0	-2.7%	-16.6%	·	-7.8%	·	·	0.9%	·
CCOCCNC(=O)c1ccccc1C(=O)NCCOCC	-8.2	-1.9%	-5.9%	0.1%	13.4%	-5.7%	-4.1%	-17.9%	4.1%
CC1CN(CCN2CC(C)N(C=O)CC2C)C(C)CN1C=O (centres undefined)	-4.2	-5.7%	2.8%	·	72.1%[activator]	·	·	-13.8%	·
CCC1CCCCN1CCCNC(=O)c1c(O)nc2ccccn2c1=O (centres undefined)	5.1&2.2	-1.6%&-1.7%	-7.1%&-7.0%	29.2%	68.7%&32.5%[activator]	-3.9%&7.4%	1.4%&-0.6%	4.9%&9.8%	-3.0%&25.3%
C#CCSc1nncn1C(=O)/C=C/c1ccccc1	1.5	-1.4%	9.8%	1.7%	-1.8%	-7.2%	-1.9%	-3.4%	31.6%
CC1CCc2nc3ccc(S(=O)(=O)N4CCC(C(=O)N5CCCCC5)CC4)cc3c(C(=O)O)c2C1 (centres undefined)	4.8	-0.6%	-11.7%	-2.4%	9.4%	1.1%	1.7%	-7.4%	25.6%
COc1ccc(CN(C(=O)c2ccco2)C2CCS(=O)(=O)C2)cc1 (centres undefined)	-4.0	-6.2%	-5.8%	18.9%	16.3%	-1.5%	-3.1%	-9.2%	26.6%
Cc1cccc(NC(=O)c2cnc3ccccn3c2=O)c1	0.2	-4.5%	-3.9%	-1.8%	6.6%	-6.3%	1.9%	-4.6%	-1.7%
COc1ccc(C(C)=O)cc1COC(=O)c1ccc2c(c1)OCCO2	-0.2	0.9%	-15.0%	27.7%	1.9%	·	·	3.9%	·
Cc1ccc(SCC(CC(C)C)N2CCN(CCc3ccccc3)CCC2=O)cc1 (centres undefined)	·	3.4%	·	-7.5%	-14.5%	9.2%	-4.7%	-21.5%	·
COc1cccc(-n2c([S-])c(C(=O)Nc3ccc(C(F)(F)F)cc3)[n+]3ccccc23)c1	·	·	·	-8.3%	·	-6.1%	3.0%	·	9.2%
CCN1CCN(C(=O)CSc2ccc(C)cc2)CC1	-3.2	2.8%	-7.9%	21.2%	29.1%	-4.3%	-4.8%	-3.8%	12.2%
CCCc1c(C)c2cccc(C)c2[nH]c1=O	-5.5	-0.7%	3.5%	1.5%	-0.4%	-14.2%	-1.7%	0.6%	13.3%
CC(C)c1onc(C(=O)Nc2sc3c(c2C#N)CCC3)c1[N+](=O)[O-]	5.2	3.8%	-14.5%	?	12.9%	-16.9%	-14.9%	1.8%	9.2%
CNc1nc(CCN2C(=O)c3ccccc3C2=O)cs1	-11.9	-0.6%	-6.9%	-0.2%	16.1%	-14.1%	0.2%	-8.7%	?
O=C(COc1ccc2ccc(=O)oc2c1)NC(Cc1ccc(Cl)cc1)C(=O)O (centres undefined)	-20.0	-2.7%	-17.0%	9.7%	?	-5.2%	-0.2%	4.9%	-28.7%

In a second layout: 3 of the compounds above.
structure | LDHA block | Glioma ERSR ind | POLH inh | APE1 inh | Pol iota inh | Anesthetic bind | BLM inh | Pol kappa inh | Pol beta inh
CCCc1c(C)c2cccc(C)c2[nH]c1=O | -5.5 | -0.7% | 3.5% | 1.5% | -0.4% | -14.2% | -1.7% | 0.6% | 13.3%
CC(C)c1onc(C(=O)Nc2sc3c(c2C#N)CCC3)c1[N+](=O)[O-] | 5.2 | 3.8% | -14.5% | ? | 12.9% | -16.9% | -14.9% | 1.8% | 9.2%
CNc1nc(CCN2C(=O)c3ccccc3C2=O)cs1 | -11.9 | -0.6% | -6.9% | -0.2% | 16.1% | -14.1% | 0.2% | -8.7% | ?
